15-hLO-2 inh: inhibitors of human 15-lipoxygenase 2 (ALOX15B); O15296; Potency, µM (series often up to 57.1 µM), for the others: at the highest dose activity change, negative = inhibition, usual class: inhibitors; actives 0.56% (n = 110,000); AID 881; purified 15hLO-2, xylenol orange hydroperoxide absorbance; note: potency is the fitted concentration of half-maximal effect; nearly all actives have a fitted effect of over 60% in size; many of its hits are not listed in these tables
Target sequence (O15296 whole entry, looked up): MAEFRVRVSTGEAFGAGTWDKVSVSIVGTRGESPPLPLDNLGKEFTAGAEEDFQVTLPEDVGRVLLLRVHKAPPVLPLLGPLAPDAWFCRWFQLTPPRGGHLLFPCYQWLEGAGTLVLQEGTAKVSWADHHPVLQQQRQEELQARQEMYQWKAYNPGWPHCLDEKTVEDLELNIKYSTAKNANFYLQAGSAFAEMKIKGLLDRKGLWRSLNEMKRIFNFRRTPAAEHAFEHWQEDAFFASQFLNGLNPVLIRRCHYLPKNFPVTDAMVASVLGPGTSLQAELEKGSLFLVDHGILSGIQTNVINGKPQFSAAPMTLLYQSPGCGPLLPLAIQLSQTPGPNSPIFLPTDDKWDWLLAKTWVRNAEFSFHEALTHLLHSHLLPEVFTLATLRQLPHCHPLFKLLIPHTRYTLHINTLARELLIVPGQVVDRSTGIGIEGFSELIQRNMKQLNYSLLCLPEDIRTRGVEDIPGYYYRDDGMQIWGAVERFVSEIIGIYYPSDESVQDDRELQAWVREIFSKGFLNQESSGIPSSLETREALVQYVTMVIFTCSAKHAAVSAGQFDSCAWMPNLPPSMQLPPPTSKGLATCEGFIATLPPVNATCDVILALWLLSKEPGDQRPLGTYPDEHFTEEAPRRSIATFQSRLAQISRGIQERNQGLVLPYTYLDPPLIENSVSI
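Enzyme 50 nM, AA 45 uM, 25 mM Hepes pH 7.5 + 0.01% Triton X-100; cpd preinc 15 min RT, rxn 90 min RT; stop/detect with 200 uM XO + 300 uM Fe(II) in 50 mM H2SO4, 30 min; A573/A405.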
IMPase cell inh: IMPase inhibition in cells; AID 901; CHO-M1 cells, IP1 accumulation, HTRF TR-FRET ratio; 120,000 tested, under 10 active; inhibition (IP1 accumulation), % at 46.1 µM; active = well fitted curve in the direction sought with a large enough effect in the signal ratio, not every such curve was filed as active; inconclusive = small, poorly fitted or top-dose-only effect, or a change in a side signal; inactive = no such curve, though single readings can be large or run the other way; the % refers to the signal ratio;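 note: cells stimulated with carbachol in lithium chloride buffer; plate controls were DMSO basal wells for no effect and reference inhibitor wells for full effect; higher means more IMPase inhibition seen as more IP1 and lower FRET ratio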
Target sequence (P97697 whole entry, looked up): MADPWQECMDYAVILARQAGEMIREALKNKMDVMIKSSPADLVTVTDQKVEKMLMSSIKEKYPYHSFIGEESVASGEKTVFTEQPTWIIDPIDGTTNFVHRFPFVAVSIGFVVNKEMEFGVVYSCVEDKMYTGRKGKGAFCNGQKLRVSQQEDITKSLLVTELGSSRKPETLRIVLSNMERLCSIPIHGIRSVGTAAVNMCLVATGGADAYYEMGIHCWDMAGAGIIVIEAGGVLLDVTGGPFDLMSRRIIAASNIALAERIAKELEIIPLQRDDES
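CHO-M1, 2000 cells/well, cultured 16–30 h; cpd up to 46 uM; carbachol (50 uM solution, stimulation buffer w/ 50 mM LiCl, pH 7.4), 30 min 37C; IP-One TR-FRET, 10 min RT; Ex 320/Em 665, 620; Hill-fit AC50.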
PNC inhibitor: inhibitors of perinucleolar compartment assembly; PC3M PTB-GFP, PNC prevalence imaging, 16 h; active compounds read low; activity change (PNC), negative = inhibition, % at 10 µM; actives 3.1% (n = 140,000); AID 2417;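 active = readout at or below -70, meaning at least 70% loss of cells showing the perinucleolar compartment, a nuclear body marking cancer cells; inconclusive = readout between -30 and a set limit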;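 note: plate controls were DMSO wells for no effect and camptothecin positive control wells for full effect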
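Compounds are pinned in duplicate onto adhered PC3M cells stably expressing GFP-tagged PTB and incubated 16 h at 37 C. Cells are then fixed, nuclei stained with Hoechst, and PNC-positive cells counted.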
ALOX12 inhib: inhibitors of human 12-lipoxygenase (ALOX12); purified 12-hLO, xylenol orange hydroperoxide absorbance; actives 0.12% (n = 150,000); Potency, µM (titrated, usually from 57.1 µM), inactives show at the highest dose activity change, negative = inhibition, usual class: inhibitors; P18054; AID 1452; note: potency is the fitted concentration of half-maximal effect; nearly all actives have a fitted effect of over 55% in size; many of its hits are not listed in these tables
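Hydroperoxide output read as Fe(III)-xylenol orange absorbance, 573-to-405 nm ratio, after 30 min reaction with 40 uM arachidonic acid. Enzyme: 150 nM purified human 12hLO, 15 min compound preincubation; 25 mM Hepes pH 7.0, room temperature.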
* marks the source's active call; other numbers are inactive results; [ ] = dose if it differs, or a comment. Unless noted, calls come from the whole dose curve; as a rule, active = well fitted curve in the direction sought with a large enough effect; inconclusive = small, poorly fitted or top-dose-only effect, or another doubt; inactive = no such curve, though single readings can be large; an effect the other way counts as inactive or inconclusive. Unless noted, % is set by controls: 0 for no effect and ±100 for the full control effect. Only part of the results is shown, so the mix of outcomes need not match the whole.

For CCN(CC)S(=O)(=O)c1ccc(NC2c3ccccc3C(=O)N2CCN2CCOCC2)cc1 (stereo not drawn) the results were 15-hLO-2 inh 1%, IMPase cell inh 3, PNC inhibitor -12 and ALOX12 inhib -5%.
For COC(=O)C1=C(O)CSC1=Nc1ccc(C)cc1 the results were PNC inhibitor 31 and ALOX12 inhib -2%.
For O=C(COC(=O)COc1ccc(Cl)cc1)Nc1ccc(F)c([N+](=O)[O-])c1 the results were PNC inhibitor 9 and ALOX12 inhib -7%.
For O=C(CN(c1ccc(Cl)cc1)S(=O)(=O)c1ccccc1)N/N=C/c1ccco1 the results were 15-hLO-2 inh -12%, IMPase cell inh 2, PNC inhibitor 26 and ALOX12 inhib -23%.
Screening O=C1N(Cc2ccccc2F)c2ccccc2C12OCCCO2 returned 15-hLO-2 inh -1%, IMPase cell inh 0, PNC inhibitor 9 and ALOX12 inhib 1%.
`CC(Sc1nc2cc([N+](=O)[O-])ccc2n1-c1cccc(C(F)(F)F)c1)C(=O)NC(N)=O` (stereo not drawn) gave PNC inhibitor inconclusive and ALOX12 inhib 3%.
For CC(NC(=O)COC(=O)Cc1ccc(-c2ccccc2)cc1)c1ccccc1 (stereo not drawn) the results were PNC inhibitor -9 and ALOX12 inhib 1%.
`COc1ccc(-c2nc(-c3ccccc3OC)no2)cc1OC` gave 15-hLO-2 inh 7%, IMPase cell inh -7, PNC inhibitor 12 and ALOX12 inhib -16%.
CCOc1ccc(-n2ccnc2SCC(=O)Nc2nnc(C)s2)cc1 was read as 15-hLO-2 inh -2%, IMPase cell inh 4, PNC inhibitor 36 and ALOX12 inhib -2%.
For Cc1cccc(CNc2ccnc(-c3cccnc3)n2)c1 the results were 15-hLO-2 inh 3% and ALOX12 inhib -20%.
For CC(=O)Oc1ccc(Cl)cc1/C=C/c1cc(OC(C)=O)c2ccccc2n1 the results were PNC inhibitor inconclusive and ALOX12 inhib 2%.
COC(=O)C1C2C=CC(C3CC23)C1C(=O)OCC(=O)c1ccccc1 (stereo not drawn) was read as 15-hLO-2 inh -5%, IMPase cell inh -11, PNC inhibitor 22 and ALOX12 inhib -4%.

Continued, overlapping the part above by three compounds.
For Cc1cccc(CNc2ccnc(-c3cccnc3)n2)c1 the results were 15-hLO-2 inh 3% and ALOX12 inhib -20%.
For CC(=O)Oc1ccc(Cl)cc1/C=C/c1cc(OC(C)=O)c2ccccc2n1 the results were PNC inhibitor inconclusive and ALOX12 inhib 2%.
COC(=O)C1C2C=CC(C3CC23)C1C(=O)OCC(=O)c1ccccc1 (stereo not drawn) was read as 15-hLO-2 inh -5%, IMPase cell inh -11, PNC inhibitor 22 and ALOX12 inhib -4%.
Cc1cccc(-c2noc(CCCOc3ccc(Cl)cc3Cl)n2)c1 was read as 15-hLO-2 inh 6%, IMPase cell inh 11, PNC inhibitor 41 and ALOX12 inhib 1%.
For Cc1ccc(N2C(=O)CSC2c2ccccn2)cc1Cl (stereo not drawn) the results were 15-hLO-2 inh -3%, IMPase cell inh 9, PNC inhibitor -13 and ALOX12 inhib -3%.
For O=C(O)CCc1ccc(-c2cccs2)n1Cc1ccco1 the results were 15-hLO-2 inh -24%, IMPase cell inh -11, PNC inhibitor inconclusive and ALOX12 inhib -13%.
Screening CCOC(=O)/C=C1\SCC(=O)N1CC(=O)Nc1ccc(C(C)C)cc1 returned 15-hLO-2 inh -4%, IMPase cell inh -4, PNC inhibitor -14 and ALOX12 inhib 1%.
CCOc1ccc(C2CC(c3ccc(F)cc3)n3ncnc3N2)cc1 (stereo not drawn) was read as PNC inhibitor 11 and ALOX12 inhib -3%.
Screening Cc1c(NC(=O)/C(C#N)=C/c2cccs2)c(=O)n(-c2ccccc2)n1C returned PNC inhibitor inconclusive and ALOX12 inhib -5%.
`Cc1c(Cl)cccc1NC(=O)c1cc(-c2ccccc2O)n[nH]1` gave 15-hLO-2 inh -1%, IMPase cell inh 7, PNC inhibitor -25 and ALOX12 inhib 1%.
For CCOc1ccc(OCC)c(NC(=O)C(NS(=O)(=O)c2ccc3c(c2)oc(=O)n3C)C(C)C)c1 (stereo not drawn) the results were 15-hLO-2 inh -9%, IMPase cell inh 6, PNC inhibitor 21 and ALOX12 inhib -6%.
O=C(Nc1ccc(Cl)cc1)[C@@H]1[C@@H]2C(=O)N(c3ccc(Cl)cc3)C(=O)[C@@H]2[C@H]2C=CC=NN21 was read as 15-hLO-2 inh -14%, IMPase cell inh 0, PNC inhibitor inconclusive and ALOX12 inhib inconclusive.
For CC1=Nc2nc(N3CCCCC3)c(C#N)c3c4c(nc(c23)N1)N(c1ccc(C(C)C)cc1)C(=O)C4 the results were PNC inhibitor 22 and ALOX12 inhib 0%.
CC(C)C(=O)NC(=S)Nc1nnn(C)n1 was read as PNC inhibitor 9 and ALOX12 inhib -3%.
For O=c1[nH]c2ccccc2nc1Cc1ccccc1 the results were 15-hLO-2 inh 4%, IMPase cell inh -11, PNC inhibitor 18 and ALOX12 inhib -3%.
`CCN(CC)C(=O)CSc1nnc(C2CCCCC2)o1` gave 15-hLO-2 inh -7%, IMPase cell inh 0, PNC inhibitor -9 and ALOX12 inhib -1%.
Screening Nc1c(Cl)cc(Cl)cc1Cl returned 15-hLO-2 inh 4% and ALOX12 inhib 0%.
`O=C(NCc1cccnc1)c1cccc2c1C(=O)N(Cc1cccnc1)C2` gave 15-hLO-2 inh -1%, IMPase cell inh 8, PNC inhibitor 54 and ALOX12 inhib 0%.
For Cc1ccc(/C=C/C(=O)OCC(=O)Nc2ccccc2Sc2ccccc2)cc1 the results were PNC inhibitor 13 and ALOX12 inhib -1%.
Screening COc1cc(/C=N/NC(=O)CCN2CCN(c3ccccc3)CC2)cc(OC)c1OC returned PNC inhibitor -86* and ALOX12 inhib -3%.
Cc1ccc(NC(=S)Nc2ccc(Cl)c(Cl)c2)c(OC(F)F)c1 was read as IMPase cell inh -1, PNC inhibitor 25 and ALOX12 inhib -8%.
Screening COc1ccc(NC(=O)CSc2nc3ccccc3c(=O)n2Cc2cccs2)c(OC)c1 returned IMPase cell inh -13, PNC inhibitor -25 and ALOX12 inhib -2%.
O=C(CNC(=O)c1ccco1)OCC(=O)c1ccccc1 was read as 15-hLO-2 inh 3%, IMPase cell inh -2, PNC inhibitor inconclusive and ALOX12 inhib -14%.
Cc1nn(CC(O)Cn2c3c(c4ccccc42)CCN(C)C3=O)c(C)c1Br (stereo not drawn) was read as 15-hLO-2 inh 6%, IMPase cell inh inconclusive, PNC inhibitor -6 and ALOX12 inhib 0%.
For Cc1ccc(NC(=S)N/N=C/c2ccc(Cl)c([N+](=O)[O-])c2)cc1 the results were 15-hLO-2 inh -16%, IMPase cell inh 2, PNC inhibitor -9 and ALOX12 inhib 6%.
For CC1(C)N=C(N)N=C(N)N1c1ccccc1 the results were 15-hLO-2 inh 6%, IMPase cell inh 7, PNC inhibitor 33 and ALOX12 inhib 2%.
`C[C@@]12CC(=O)NC1N(C(=O)c1cccc(C(F)(F)F)c1)C(c1ccccc1OC(=O)c1cccc(C(F)(F)F)c1)C2` (stereo partly drawn) gave 15-hLO-2 inh 5%, IMPase cell inh 5, PNC inhibitor 14 and ALOX12 inhib 0%.
Screening CCOC(=O)c1c(NC(=O)CSc2c[nH]c3ccccc23)sc2c1CCC2 returned PNC inhibitor 64 and ALOX12 inhib -4%.
`CCC(c1nnnn1C1CCCC1)N1CCN(c2ccccc2)CC1` (stereo not drawn) gave 15-hLO-2 inh 9%[2.29 µM], IMPase cell inh 6, PNC inhibitor -26 and ALOX12 inhib 1%.
`Cc1nn2c3ccccc3nc2c2ccccc12` gave 15-hLO-2 inh 6%, IMPase cell inh -2, PNC inhibitor -23 and ALOX12 inhib 2%.
Screening O=C1c2ccccc2C(=O)N1CCCc1nc(-c2cccnc2)no1 returned 15-hLO-2 inh -1%, IMPase cell inh 8, PNC inhibitor inconclusive and ALOX12 inhib 5%.
`Cc1c(C#N)c(N=CN(C)C)c(C(=O)c2ccc(Br)cc2)n1-c1ccc(Cl)cc1` gave 15-hLO-2 inh 11%, IMPase cell inh 12, PNC inhibitor 28 and ALOX12 inhib 5%.
Screening Nc1nonc1C(=O)NCCNCc1ccccc1OCc1ccccc1F returned 15-hLO-2 inh 30%, IMPase cell inh 6, PNC inhibitor 32 and ALOX12 inhib 3%.
For NNC(=O)CN1C(c2ccc(Br)cc2)=Nc2ccc(Br)cc2C1c1ccccc1 (stereo not drawn) the results were IMPase cell inh 2, PNC inhibitor 108 and ALOX12 inhib 1%.
Screening Cc1ccsc1/C=N/n1c(-c2ccccc2)n[nH]c1=S returned PNC inhibitor 25 and ALOX12 inhib -2%.
Screening CCCCc1ccc(Nc2ncccc2C#N)cc1 returned 15-hLO-2 inh 19%, IMPase cell inh 8, PNC inhibitor 0 and ALOX12 inhib -14%.
For CS(=O)(=O)N(Cc1ccccc1)c1ccccc1C(=O)N1CCN(c2ccccc2)CC1 the results were 15-hLO-2 inh 0%, IMPase cell inh -1, PNC inhibitor 4 and ALOX12 inhib -5%.
For O=C(CSc1nnc(Cc2ccccc2)n1-c1cccc(Cl)c1)N1CCOCC1 the results were 15-hLO-2 inh 7%, IMPase cell inh 4, PNC inhibitor inconclusive and ALOX12 inhib 3%.
CC1=CCC2C(=O)N(c3nc4ccccc4n3C)C(=O)C2C1 (stereo not drawn) was read as 15-hLO-2 inh 13%, IMPase cell inh 12, PNC inhibitor 23 and ALOX12 inhib -6%.
Screening CCCCCOC(=O)c1[nH]c2c(c1C)C(=O)CC(c1ccco1)C2 (stereo not drawn) returned PNC inhibitor -29 and ALOX12 inhib -6%.
For O=C1CN(C(=O)c2cccs2)c2ccccc2N1 the results were 15-hLO-2 inh -1%, IMPase cell inh 4, PNC inhibitor inconclusive and ALOX12 inhib -4%.
For CCCCCN(C(=O)NC(=O)NC(C)CC)S(C)(=O)=O (stereo not drawn) the results were 15-hLO-2 inh 0%, IMPase cell inh 9, PNC inhibitor -10 and ALOX12 inhib 4%.
Screening Cc1cc2c(c(=O)n1CCCn1ccnc1)C(c1ccco1)C(C#N)=C(N)O2 (stereo not drawn) returned 15-hLO-2 inh 9%, IMPase cell inh inconclusive, PNC inhibitor 40 and ALOX12 inhib -2%.
Cc1nn(CCc2n[nH]c(=S)n2-c2cccc(Cl)c2)c(C)c1[N+](=O)[O-] was read as 15-hLO-2 inh 1%, IMPase cell inh -2, PNC inhibitor 33 and ALOX12 inhib -9%.
For Cc1cccc(N(C)S(=O)(=O)c2cccc3nsnc23)c1 the results were 15-hLO-2 inh 4%, IMPase cell inh -5, PNC inhibitor 3 and ALOX12 inhib -10%.
`Cc1ccc(-c2nc3ccccc3o2)cc1NC(=O)Cc1cccs1` gave 15-hLO-2 inh 11%, IMPase cell inh 5, PNC inhibitor -29 and ALOX12 inhib -4%.
CC(C)CSc1ncnc2c1oc1nc3c(cc12)COC(C)(C)C3 was read as 15-hLO-2 inh 1%, IMPase cell inh -1, PNC inhibitor inconclusive and ALOX12 inhib 0%.
COCCN1CN(S(=O)(=O)c2ccccc2)c2nc3ccccc3nc21 was read as 15-hLO-2 inh -15%, IMPase cell inh -1, PNC inhibitor -117* and ALOX12 inhib 11%.
Screening Cc1ccc(-n2nnnc2-c2cnn(-c3cccc(F)c3)c2C(F)(F)F)cc1 returned IMPase cell inh 21, PNC inhibitor -5 and ALOX12 inhib -4%.
For Cc1ccc(-c2nc3cc(C)ccc3o2)cc1 the results were 15-hLO-2 inh 1%, IMPase cell inh 8, PNC inhibitor inconclusive and ALOX12 inhib 0%.
CC1CCC/C(=N/Nc2ccc([N+](=O)[O-])cc2[N+](=O)[O-])C1 (stereo not drawn) was read as 15-hLO-2 inh -14%, IMPase cell inh 11, PNC inhibitor -22 and ALOX12 inhib -18%.

Screens as filed in PubChem.
